Screening data from PubChem.
SRC1 inh: inhibits human SRC1 coactivator. AID 588354. inhibition, % at 3.6 µM. actives 0.12% (n = 360,000). HEK293 GAL4-SRC1 luciferase reporter, luminescence. Q15788;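 active means inhibition above the campaign mean plus 3 SD, with each screening campaign given its own cutoff, cut at about 60% in these data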;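 further: 0% = DMSO treated cells and 100% = gossypol at 36 µM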
NOD2 RIPK2 PPI: NOD2-RIPK2 protein interaction inhibition; actives 0.38% (n = 360,000); AID 624267; CHO BLA complementation NOD2-RIPK2, CCF4 ratio; inhibition, % at 4.98 µM; O43353; in the data active means inhibition above about 21%;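 further: 0% = vehicle only and 100% = reference blocker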
Target sequence (O43353 whole entry, looked up): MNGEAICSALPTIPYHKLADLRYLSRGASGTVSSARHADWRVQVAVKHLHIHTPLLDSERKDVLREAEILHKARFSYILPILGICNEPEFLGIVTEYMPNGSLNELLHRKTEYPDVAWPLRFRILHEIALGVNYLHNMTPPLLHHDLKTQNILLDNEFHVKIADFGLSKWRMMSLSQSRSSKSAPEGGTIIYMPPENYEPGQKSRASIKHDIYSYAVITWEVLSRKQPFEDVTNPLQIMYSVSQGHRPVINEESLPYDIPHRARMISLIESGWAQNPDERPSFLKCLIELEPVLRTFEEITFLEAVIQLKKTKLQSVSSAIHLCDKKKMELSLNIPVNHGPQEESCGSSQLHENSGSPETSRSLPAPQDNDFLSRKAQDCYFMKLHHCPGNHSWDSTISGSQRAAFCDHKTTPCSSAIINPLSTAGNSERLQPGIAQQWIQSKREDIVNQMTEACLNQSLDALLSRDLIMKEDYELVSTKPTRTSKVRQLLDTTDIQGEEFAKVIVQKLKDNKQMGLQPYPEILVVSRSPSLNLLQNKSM
C8 TRAIL sens: sensitizes caspase-8 expressing cells to TRAIL; NB7+C8 cells + TRAIL, ATPlite viability luminescence; inhibition (viability loss, TRAIL sensitization), % at 10 µM; actives 1% (n = 360,000); AID 624354;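 active means compounds causing at least 50% loss of cell viability in the single-dose screen, relative to plate controls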
TROY signal inh: inhibitors of TROY-dependent NF-kB signaling | inhibition, % at 10 µM | Q293 LMP1-TROYcd NF-kB luciferase reporter, 4 h | actives 0.98% (n = 360,000);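 active means compounds whose plate-normalised and pattern-corrected inhibition of the luciferase reporter signal at the single screening dose is 50% or more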
NCOA3 inh: human NCOA3 inhibition | Q9Y6Q9 | HEK293 GAL4-SRC3 luciferase reporter, luminescence | inhibition, % at 3.6 µM | actives 0.17% (n = 360,000) | AID 588352;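 active means inhibition above a per-campaign cutoff, the mean of all compounds plus 3 SD, cut at about 60% in these data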;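 further: 0% = DMSO-treated cells and 100% = gossypol-treated cells at 36 µM; higher means less SRC3-driven luciferase light from the GAL4 reporter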
TWEAK-Fn14 inh: inhibitors of TWEAK-Fn14 interaction signaling; AID 1159606; actives 2% (n = 360,000); TWEAK-stimulated Fn14 reporter cells, luciferase luminescence, 8 h; inhibition, % at 10 µM; in the data active means inhibition above about 50%
NCOA2 inhibitor: inhibits human steroid receptor coactivator 2 | Q15596 | HEK293 GAL4-SRC2 luciferase reporter, luminescence | inhibition, % at 9 µM | actives 0.17% (n = 370,000) | AID 651957;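 active means inhibition above the mean inhibition of all tested compounds plus 3 SD, set per campaign, cut at about 52% in these data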;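 further: 0% = DMSO treated cells and 100% = cells given Gossypol at 36 µM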
TLR9-MyD88 inh: blocks human TLR9 binding to MyD88; Q9NR96+Q99836; CHO BLA complementation TLR9-MyD88, CCF4 FRET ratio; inhibition, % at 4.98 µM; actives 0.21% (n = 340,000);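 active means inhibition above the mean over all tested compounds plus 3 SD, cut at about 21% in these data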;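 further: 0% = DMSO only wells and 100% = clavulanate BLA inhibitor control wells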
LRH-1 inv ag: NR5A2 inverse agonism in reporter assay; actives 0.13% (n = 360,000); HEK293T StAR-luciferase reporter, LRH-1 transfected, 24 h; inhibition, % at 3.6 µM; AID 602396;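 active means inhibition above the mean inhibition of all tested compounds plus 3 SD, cut at about 73% in these data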;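 further: 0% = DMSO wells and 100% = reporter-only cells lacking LRH-1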
Target sequence (O00482 whole entry, looked up): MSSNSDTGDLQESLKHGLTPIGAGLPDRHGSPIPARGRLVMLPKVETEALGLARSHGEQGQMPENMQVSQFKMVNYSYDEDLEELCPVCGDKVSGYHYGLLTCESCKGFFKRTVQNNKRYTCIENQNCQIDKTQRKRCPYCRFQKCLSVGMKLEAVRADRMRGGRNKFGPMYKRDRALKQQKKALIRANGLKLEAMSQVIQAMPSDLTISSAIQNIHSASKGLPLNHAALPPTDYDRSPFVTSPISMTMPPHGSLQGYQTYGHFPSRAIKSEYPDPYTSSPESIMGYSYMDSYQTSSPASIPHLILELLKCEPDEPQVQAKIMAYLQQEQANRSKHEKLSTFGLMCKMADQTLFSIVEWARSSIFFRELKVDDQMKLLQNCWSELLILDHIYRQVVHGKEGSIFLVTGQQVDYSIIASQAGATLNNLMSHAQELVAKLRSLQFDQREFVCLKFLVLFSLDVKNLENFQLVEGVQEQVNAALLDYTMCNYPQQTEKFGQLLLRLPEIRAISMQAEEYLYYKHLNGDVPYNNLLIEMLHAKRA
NR2F2 inh: blocks human COUP-TFII nuclear receptor; P24468; inhibition, % at 8.6 µM; actives 0.7% (n = 370,000); HEK293T NGFI-A luciferase reporter, luminescence;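 active means inhibition above a per-plate cutoff, mean inhibition of test wells between control levels plus 3 SD, cut at about 38% in these data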;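 further: cells cotransfected with COUP-TFII expression vector driving the NGFI-A reporter; 0% = median of COUP-TF2 test wells and 100% = reporter-only cells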
EBV LMP1 NFkB: reduces LMP1-driven NF-kappaB luciferase signal. AID 504558. actives 0.69% (n = 350,000). LMP1-induced NF-kappaB luciferase reporter cells, luminescence. inhibition, % at 12.5 µM; in the data active means inhibition above about 41%;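 further: 0% = neutral control wells and 100% = reference inhibitor control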
Active calls of the source: *; · = not tested or not shown; & = joins results of further samples.

Results follow in this order: LRH-1 inv ag	SRC1 inh	TROY signal inh	TWEAK-Fn14 inh	TLR9-MyD88 inh	NOD2 RIPK2 PPI	EBV LMP1 NFkB	NCOA3 inh	C8 TRAIL sens	NCOA2 inhibitor	NR2F2 inh
- O=C1C(Cc2ccccc2)Nc2ncnc(N3CCN(c4ccccc4)CC3)c2N1Cc1ccc(Br)cc1 (configuration not stated)
 : -15&-20	7&4	3&-2	-1&27	-9	3&-12	-12	-8&9	13&1	-26	1
- CC1CCC2(CC1)NC(=O)N(NC(=O)CCc1c[nH]c3ccccc13)C2=O (configuration not stated)
 : 17	-21	-6	-4	3	-1	-9	-5	-2	-3	-12
- Cc1nccc(-c2cc(-c3ccc(Cl)cc3Cl)no2)n1
 : -45	-87	-14	-48	-10	7	-15	-63	46	-39	-25
- CCN(C1CCCCC1)S(=O)(=O)CCNC(=O)c1ccc2c(c1)OCO2
 : -8	-1	-2	10	-4	2	-1	21	3	-16	-13
- Cc1cc(C)c2c(=O)cc(C(F)(F)F)oc2n1
 : 3	-19	-4	-11	7	-1	-5	16	1	15	11
- CCn1c(=O)c2sccc2n(Cc2cccc(C)c2)c1=O
 : 0	-1	6	-5	-11	1	3	2	-11	-4	8
- CC1CN(C(=O)CCC(=O)NCc2ccccn2)c2ccccc2O1 (configuration not stated)
 : -9	10	6	-5	-1	4	-7	2	0	-11	-17
- Cc1ccc(S(=O)(=O)NC2CCCC2)cc1C
 : 0	-10	-4	2	3	-5	0	5	-7	7	5
- COc1cc(/C=N/NC(=O)c2ccc(Cl)cc2)ccc1OCC(=O)N1CC(C)OC(C)C1 (configuration not stated)
 : 15	4	-12	-7	6	-9	-2	15	5	0	-4
- O=C(CO/N=C/c1ccccc1)N1c2ccccc2Oc2ccccc21
 : -7	-4	-5	13	-8	2	3	-6	-13	0	22

Next part:
Results follow in this order: LRH-1 inv ag	SRC1 inh	TROY signal inh	TWEAK-Fn14 inh	TLR9-MyD88 inh	NOD2 RIPK2 PPI	EBV LMP1 NFkB	NCOA3 inh	C8 TRAIL sens	NCOA2 inhibitor	NR2F2 inh
- CCC(C)(C)c1ccc(OCCCC[n+]2ccccc2)c(C(C)(C)CC)c1
 : 44	8	51*	79*	-6	-3	15	36	15	-25	54*
- COc1ccc(C(=O)N/N=C/c2ccc(SC)cc2)cc1
 : -10	-19	-61	-29	-5	-1	-17	-8	4	-2	-7
- COc1cc(O)c2c(=O)cc(-c3ccccc3)oc2c1
 : -65	-17	-56	-34	5	-6	-4	-5	4	-22	-19
- Cc1ccc(C)n1-c1nc(=S)[nH][nH]1
 : 0	-10	10	-8	-4	3	-4	11	-24	-24	2
- COc1ccc(CN(C)CC(=O)Nc2ccccc2C(=O)NC2CC2)cc1F
 : 5	-15	14	-8	1	1	0	4	-6	-2	1
- COc1ccc(Br)c(/C=N/NC(=O)COc2ccc(-c3ccccc3)cc2)c1
 : 10	-2	-44	0	1	-10	11	-3	-5	11	-3
- COC(=O)N/N=C/c1cc(C)n(-c2ccccc2)c1C
 : -23	-32	-3	-15	6	-6	4	-40	9	-48	-29
- N#CCC(=O)Nc1ccc(C(=O)NCC(c2ccco2)N2CCCCC2)cc1 (configuration not stated)
 : -3	-5	2	-13	9	-3	-4	10	12	-30	11
- Cc1nc(C)n(CC(O)COc2ccc3cc(Br)ccc3c2)n1 (configuration not stated)
 : -6	7	4	4	-5	7	7	7	5	18	-12
- CN(CC(=O)Nc1ccc(N2CCOCC2)cc1)C(=O)c1cc(S(=O)(=O)N(C)C)ccc1Cl
 : -3	-2	-3	-6	-4	-9	1	-16	3	-26	-21

The results go on:
Results follow in this order: LRH-1 inv ag	SRC1 inh	TROY signal inh	TWEAK-Fn14 inh	TLR9-MyD88 inh	NOD2 RIPK2 PPI	EBV LMP1 NFkB	NCOA3 inh	C8 TRAIL sens	NCOA2 inhibitor	NR2F2 inh
- COc1ccccc1OCCCn1c(C)c(C#N)c2ccccc21
 : -9	-3	14	20	-6	1	-3	19	15	-9	13
- COc1ccc(C(O)c2ncc(-c3ccccc3F)[nH]2)cc1 (configuration not stated)
 : -15	-20	-30	7	·	-10	·	-16	4	-4	-1
- COc1cccc(-c2oc3c(c2C(=O)OCCN2CCCCC2)C(O)CCC3)c1 (configuration not stated)
 : -55	·	18	-8	·	4	·	·	-5	-59	5
- COc1ccc(-c2nc(N)n(C(=O)c3ccccc3Cl)n2)cc1
 : 4	-11	14	12	2	-8	-7	14	12	-45	-2
- Cc1ccc(CNC(=O)[C@@H](NC(=O)C2CCN(C(=O)[C@@H](N)CC(C)C)CC2)C(C)C)cc1
 : -13	-1	-10	-16	-10	-5	-2	3	6	-8	22
- COc1ccc(COC(=O)c2cccc(S(=O)(=O)N3CCN(C(C)=O)CC3)c2)cc1
 : 9	-11	27	11	-6	-7	16	13	-8	10	20
- CC[C@H](C)[C@@H](C(=O)N1CCNCC1)n1cc([C@@H](N)CC(C)C)nn1
 : -29	1	-2	12	-16	3	-5	-7	5	3	-5
- CCc1c(O)nc(SCC(=O)Nc2ccccc2)n(C(C)CC)c1=O (configuration not stated)
 : -11	-18	-22	-7	8	6	2	-6	1	-25	1
- CCOc1ccc(CN2CCN(C(=O)c3cccc4ccccc34)CC2)cc1
 : 16	11	31	20	4	3	12	13	23	15	59*
- CSCc1c(C(=O)Nc2ccc(N3CCOCC3)cc2)oc2ccccc12
 : -7	1	-42	13	-10	-3	-14	17	-19	7	-14

Additional compounds follow.
Results follow in this order: LRH-1 inv ag	SRC1 inh	TROY signal inh	TWEAK-Fn14 inh	TLR9-MyD88 inh	NOD2 RIPK2 PPI	EBV LMP1 NFkB	NCOA3 inh	C8 TRAIL sens	NCOA2 inhibitor	NR2F2 inh
- COc1ccc(CNC(=O)c2cc(-c3cccs3)on2)cc1
 : -16	-2	-40	-40	-1	-2	13	1	2	-17	-18
- O=S(=O)(c1ccc(NC(=S)NCCc2ccccc2)cc1)N1CCOCC1
 : 22	-1	-1	11	-4	-2	-1	-5	-8	-3	-20
- CSC1=N/C(=C\c2ccccc2F)C(=O)S1
 : 5	-38	0	-12	-1	2	5	-6	-15	-14	1
- COc1ccc(OCC(CO)N2CCN(c3ccccc3)CC2)cc1 (configuration not stated)
 : 2	-3	-12	2	2	1	-1	-2	-7	-12	5
- Cc1sc2c(c1C)C(=O)/C(=C\Nc1ccncc1)S(=O)(=O)N2C
 : 20	-8	-6	-1	8	4	7	16	-2	-13	14
- CS(=O)(=O)Nc1ccc(C2=NN(S(=O)(=O)c3ccc(F)cc3)C(c3ccco3)C2)cc1 (configuration not stated)
 : 13	2	3	20	-2	-6	8	10	7	7	-7
- Cc1cc(C)nc(N/N=C/c2c[nH]c3ccccc23)n1
 : 7	-10	-25	13	7	0	2	-1	-1	0	7
- O=C(CSc1ccccc1C(=O)O)NCc1ccco1
 : 12	3	-5	3	8	3	1	4	-2	-1	6
- CCOC(=O)C(Cc1ccccc1)(Cc1ccccc1)C(C)=O
 : -2	-15	-13	21	-1	-6	1	-1	-1	5	9
- COc1ccc(NC(=O)CSCC(=O)Nc2ccc(S(=O)(=O)N3CCOCC3)cc2)cc1
 : -22	-3	-22	-10	-7	-9	-1	-6	-10	12	2

(further entries)
Results follow in this order: LRH-1 inv ag	SRC1 inh	TROY signal inh	TWEAK-Fn14 inh	TLR9-MyD88 inh	NOD2 RIPK2 PPI	EBV LMP1 NFkB	NCOA3 inh	C8 TRAIL sens	NCOA2 inhibitor	NR2F2 inh
- CCOC(=O)c1cnc2ccc(C(=O)OC)cc2c1Nc1ccc2c(c1)OCCO2
 : 13	-38	21	5	-3	0	3	-10	15	-17	-1
- CC(C)CN(C(=O)CSc1nc(N)cc(N)n1)C1CCS(=O)(=O)C1 (configuration not stated)
 : -7	-12	-3	-2	-5	1	5	-2	-9	-20	11
- CC(C)c1ccc(NC(=O)CN2CCN(c3ccccn3)CC2)cc1
 : 1	4	-3	-16	10	-14	1	14	-16	-24	-14
- O=C(O)CCSc1nnc(-c2ccc3c(c2)OCO3)o1
 : -1	16	52*	82*	-14	-6	24	11	4	70*	27
- O=C(c1ccc(S(=O)(=O)N2CCCCCC2)cc1)N1CCN(c2ccccn2)CC1
 : -14	7	-6	-11	-2	-14	-1	-1	2	-53	10
- CCOc1ccccc1NC(=O)c1ccc2[nH]c(C)c(C)c2c1
 : -68	-22	-41	7	-2	-1	-20	-34	11	-25	-31
- Cc1cc(C)nc(N/N=C/c2ccc(N3CCOCC3)cc2)n1
 : -7	21	-25	-3	6	1	6	13	10	3	0
- Cc1cc(/C=N/n2cnnc2)c(C)n1-c1ccc(Cl)cc1Cl
 : 22	-11	-37	-6	-6	6	-2	6	-2	2	9
- O=C(NC(c1ccc(F)cc1)c1ccc2ccccc2n1)C1CCN(CCOc2ccc(F)cc2)CC1 (configuration not stated)
 : -40	-6	-8	-4	·	4	·	-4	16	39	21
- CCN(CC)CCn1c(NCc2ccc(C)o2)nc2ccccc21
 : -22	4	-7	-10	7	0	8	12	-2	8	-1

(continued)
Results follow in this order: LRH-1 inv ag	SRC1 inh	TROY signal inh	TWEAK-Fn14 inh	TLR9-MyD88 inh	NOD2 RIPK2 PPI	EBV LMP1 NFkB	NCOA3 inh	C8 TRAIL sens	NCOA2 inhibitor	NR2F2 inh
- CC(C)C(NC(=O)c1c(F)cccc1F)C(=O)NC1CC(C)(C)NC(C)(C)C1 (configuration not stated)
 : -5	-1	-4	-10	-1	4	-4	-7	-8	-15	3
- Cc1ccc(C)c(NC(=O)C2CCC(C)(C(=O)O)C2(C)C)c1 (configuration not stated)
 : -15	10	-5	5	-8	0	7	1	8	-40	-15
- Cc1c(NC(=O)COC(=O)c2ccc[nH]c2=O)c(=O)n(-c2ccccc2)n1C
 : 18	2	18	-5	2	-1	-2	0	-4	14	4
- C=CCN(Cc1nc(-c2ccc(OC)c(OC)c2)oc1C)C1CCS(=O)(=O)C1 (configuration not stated)
 : -4	1	3	0	-2	1	-4	9	-1	6	-5
- COCCN(CCOC)C(=O)CN1C(=O)NC(Cc2c[nH]c3ccccc23)C1=O (configuration not stated)
 : 15	21	2	2	-11	5	0	-2	-7	-3	28
- O=C(NCCS(=O)(=O)N1CCc2ccccc2C1)c1ccccc1
 : -6	16	28	-3	-8	-2	-5	-3	-20	-19	-2
- COc1ccccc1CCC(=O)OCC(=O)NC1CCCCC1
 : -9	4	-3	-11	-8	6	-5	-20	-4	19	-15
- Cc1oc2cc3oc(=O)c(CC(=O)NCCCC(=O)O)c(C)c3cc2c1C
 : -12	-11	-12	-8	7	0	2	-3	12	13	17
- S=C(NCC1CCCO1)NC1CCCCC1 (configuration not stated)
 : 8	-10	-13	5	10	-6	1	5	-1	-29	-14
- Cc1ccc(N(CC(=O)NCc2ccc(Cl)cc2)S(C)(=O)=O)cc1
 : -21	-11	3	-24	-2	-18	-3	-10	7	-39	10

Some of the compounds tested. The share of hits here may be higher or lower than overall.
